Bioassay records (PubChem)
NSD2 HMT inh = blocks human histone methyltransferase NSD2. NSD2 peptide methylation, AlphaScreen, 120 min. inhibition, % at 12.5 µM. AID 743445. 310,000 tested, 0.54% active; in the data active = inhibition above about 50%
Target sequence (O96028 whole entry, looked up): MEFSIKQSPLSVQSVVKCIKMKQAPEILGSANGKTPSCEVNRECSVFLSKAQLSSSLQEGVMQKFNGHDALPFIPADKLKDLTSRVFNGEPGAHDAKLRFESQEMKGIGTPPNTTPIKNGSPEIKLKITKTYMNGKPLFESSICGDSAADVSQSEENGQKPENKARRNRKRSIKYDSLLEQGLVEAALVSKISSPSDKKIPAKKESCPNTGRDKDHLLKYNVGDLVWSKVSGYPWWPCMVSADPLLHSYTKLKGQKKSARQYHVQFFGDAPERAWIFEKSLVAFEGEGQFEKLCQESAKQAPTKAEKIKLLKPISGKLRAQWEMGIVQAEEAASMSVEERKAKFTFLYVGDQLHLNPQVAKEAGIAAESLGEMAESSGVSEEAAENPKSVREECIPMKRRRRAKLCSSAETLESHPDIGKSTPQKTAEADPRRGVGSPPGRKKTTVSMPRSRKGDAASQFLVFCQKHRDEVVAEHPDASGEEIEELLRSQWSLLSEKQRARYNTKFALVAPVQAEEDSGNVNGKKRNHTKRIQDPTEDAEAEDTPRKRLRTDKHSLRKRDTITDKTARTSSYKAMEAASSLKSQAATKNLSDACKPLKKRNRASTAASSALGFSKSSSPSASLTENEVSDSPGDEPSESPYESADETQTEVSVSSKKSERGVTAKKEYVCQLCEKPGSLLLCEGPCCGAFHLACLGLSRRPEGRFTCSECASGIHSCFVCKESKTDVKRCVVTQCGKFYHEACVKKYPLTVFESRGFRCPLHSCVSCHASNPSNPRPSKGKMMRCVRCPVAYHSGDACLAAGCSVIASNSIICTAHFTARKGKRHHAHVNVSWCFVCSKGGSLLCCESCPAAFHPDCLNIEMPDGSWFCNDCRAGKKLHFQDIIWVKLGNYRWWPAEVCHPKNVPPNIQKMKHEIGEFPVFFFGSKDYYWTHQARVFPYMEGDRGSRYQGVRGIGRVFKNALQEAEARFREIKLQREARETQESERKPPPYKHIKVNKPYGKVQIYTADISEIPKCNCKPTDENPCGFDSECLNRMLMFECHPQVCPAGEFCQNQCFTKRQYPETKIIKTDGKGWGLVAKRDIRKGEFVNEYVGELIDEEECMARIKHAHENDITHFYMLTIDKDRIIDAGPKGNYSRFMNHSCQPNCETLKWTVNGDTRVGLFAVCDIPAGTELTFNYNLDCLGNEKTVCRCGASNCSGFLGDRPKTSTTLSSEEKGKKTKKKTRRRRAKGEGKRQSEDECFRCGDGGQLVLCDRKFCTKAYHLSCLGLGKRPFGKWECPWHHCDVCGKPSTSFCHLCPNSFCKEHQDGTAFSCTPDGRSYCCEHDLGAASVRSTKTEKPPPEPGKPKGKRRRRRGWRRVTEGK
* marks the source's active call; other numbers are inactive results. A portion of the library. The share of hits here may be higher or lower than overall.

SMILES | NSD2 HMT inh
O=C(NCCc1ccccc1)c1cccc2c(-c3ccc(F)c(F)c3)coc12 | -0.2
Nc1ncnc2c1ccn2[C@H]1CN(Cc2ccc3c(c2)OCO3)C[C@@H](COC(=O)c2ccccc2)O1 | 7.2
CCCCOC1NC(=O)NC(=O)C1(F)C(=O)OCC (stereo unspecified) | -3.1
CCN(CC)CCCNC(=O)c1cn(C(C)c2ccccc2)nn1 (stereo unspecified) | 23.8
Cn1c(=O)c2cc(NC(=O)NCc3ccc(F)cc3)ccc2n1Cc1cccc(C(F)(F)F)c1 | 0.4
FC(F)(F)c1ccccc1CN1CCCc2nc(-c3ccccc3)ccc21 | 0.1
CCc1nc2c(OCC(=O)c3ccc(Cl)cc3Cl)cccn2c1N(C)C(=O)c1ccncc1 | 0.1
O=C(Nc1nnc([C@@H]2C[C@H](O)[C@@H](CO)O2)s1)c1ccc(Oc2ccccc2)cc1 | 0.1
CC(=O)NCC1(c2ccccc2)CCN(CC2COc3ccccc3O2)CC1 (stereo unspecified) | 5.5
COc1cc(NC(=O)N2CCc3nc(NCc4cccc(Oc5ccccc5)c4)ncc3C2)cc(OC)c1OC | 0.2
Cc1cc(C)n(-c2nc(-n3nc(C)cc3C)c3c4c(sc3n2)COC(C)(C)C4)n1 | 3.8
O=C(Nc1ccc(Cl)cc1)c1csc([C@@H]2C[C@H](O)[C@@H](CO)O2)n1 | -7.3
NC1=NC(c2ccccc2)N=C(Nc2ccccc2)N1 (stereo unspecified) | 1.5
Cc1cnc(CNC(=O)c2csc([C@@H]3O[C@H](CO)[C@H](O)[C@H](O)[C@H]3O)n2)cn1 | -2.0
O=C(NCc1ccccc1)c1cc(C2CCCN(C(=O)c3ccccc3)C2)on1 (stereo unspecified) | -1.6
CC(=O)NC(Cc1ccc2c(c1)OCO2)C(=O)N1CCCC1 (stereo unspecified) | 1.6
Cc1cc(=O)oc2cc(NC(=O)c3cc4ccccc4o3)ccc12 | -0.9
CCC[C@H]1[C@@H](NC(=O)c2cccc(N(C)C)c2)CC[C@@]23CCCN2C(=O)CCC[C@@H]13 | 2.1
COc1ccccc1-c1csc(C(NC(C)=O)c2ccc(F)c(F)c2)n1 (stereo unspecified) | -4.0
CCCS(=O)(=O)NC(=O)C1(C)CCCN(C(=O)c2c(C)noc2C)C1 (stereo unspecified) | -3.5
COc1ccc(CN2C[C@@H](CO)O[C@@H](n3cnc4c(NCCN(C)C)ncnc43)C2)cc1 | 0.7
CCOC(=O)c1ccc(N2NC(=O)/C(=C/c3ccc(OC(=O)c4ccco4)c(OC)c3)C2=O)cc1 | 14.5
CCO[C@H]1C[C@@H](c2ccc(CC)cc2)N(S(=O)(=O)c2ccc(C)cc2)C2CC(c3ccc(CC)cc3)N(S(=O)(=O)c3ccc(C)cc3)CC21 (stereo partly specified) | -0.1
CN(C)c1ccc(-c2nc3ncc(Cl)cc3[nH]2)cc1 | 20.6
O=C(O)c1cccc(-c2csc(C(O)c3cccc(Cl)c3)n2)c1 (stereo unspecified) | -1.5
CC(=O)Nc1cc(-c2ccccc2)cn2c(-c3ccc(F)cc3)cnc12 | -1.4
CCOC(=O)C1=C(C)N=c2s/c(=C/c3cccc(OCC(=O)O)c3)c(=O)n2C1c1ccc(F)cc1 (stereo unspecified) | 8.3
CCC(=O)N1CCc2cc(Br)c(S(=O)(=O)N3CCC(C(=O)NCCCOC(C)C)CC3)cc21 | -2.2
CC1(C(=O)NS(=O)(=O)c2ccccc2C(F)(F)F)CCN1C(=O)CC1CCCC1 (stereo unspecified) | -0.7
CC1(C(=O)NS(=O)(=O)c2ccc(Cl)cc2)CCN1C(=O)C1(c2ccc(Cl)cc2)CCC1 (stereo unspecified) | -3.1
OC(c1cccc(CN2CCCCC2)c1)c1ncc(-c2cccc(C(F)(F)F)c2)[nH]1 (stereo unspecified) | 8.9
COc1ccc(-c2csc(C(C)(O)c3ccc(OC)cc3)n2)cc1 (stereo unspecified) | 2.9
COc1ccc(C(C)(NC(C)=O)c2nc(-c3cccc(C(F)(F)F)c3)cs2)cc1 (stereo unspecified) | 0.8
CC1CN(C(=O)/C(C#N)=C2\N=C(NC(=O)c3ccccc3Cl)c3ccccc32)CC(C)O1 (stereo unspecified) | 6.1
CCc1nc2ccc(C(=O)N3CCCCC3)cn2c1N(C)CCCc1ccccc1 | 7.1
COc1ccc(NC(=O)C2(C)CCN2Cc2ccccc2Cl)cc1OC (stereo unspecified) | 2.9
COC(CNC(=O)[C@H](Cc1c[nH]c2ccccc12)NC1(C(=O)NCc2ccccc2)CCCCC1)OC | -1.8
O=C(CSc1nnc(-c2ccccc2)n1-c1ccc(Cl)cc1)Nc1ccc2cn[nH]c2c1 | 1.1
C=CCn1c(COc2ccccc2)nnc1SCC(=O)c1ccc(OC)cc1 | -8.0
CC(=O)Nc1cc(-c2cccc(C(=O)NCCN(C)C)c2)cn2c(-c3cccc(C(F)(F)F)c3)cnc12 | 14.9
CC(C)Oc1ccc(F)cc1-c1cc(C(=O)Nc2ccc(C(C)(C)C)cc2)[nH]n1 | -3.8
O=C(Nc1ccc2c(c1)OCO2)c1cc(C2CCCCN2C(=O)CCCc2ccccc2)on1 (stereo unspecified) | -1.3
Cn1c(=O)c2c(nc(CN3CCc4ccccc4C3)n2CCc2ccccc2)n(C)c1=O | 68.6*
COc1ccc(-c2cc(C(=O)O)c3c(C)nn(-c4ccccn4)c3n2)cc1 | -0.3
CC(=O)Nc1ccc(NC(=O)c2csc([C@@H]3C[C@H](O)[C@@H](CO)O3)n2)cc1 | -0.6
CCCNC(=O)C1(C)CCCN(C(=O)c2cc(F)cc(F)c2)C1 (stereo unspecified) | -1.4
Nc1ccccc1C(=O)NN=Cc1cccnc1 | -2.8
O=C(NCc1cccnc1)c1cc(C2CCCN(C(=O)c3ccc4c(c3)CCO4)C2)on1 (stereo unspecified) | -2.0

Given with the structure last: part of the list above
NSD2 HMT inh	mol
-1.4	CCCNC(=O)C1(C)CCCN(C(=O)c2cc(F)cc(F)c2)C1 (stereo unspecified)
-2.8	Nc1ccccc1C(=O)NN=Cc1cccnc1

Other records.
SMILES | NSD2 HMT inh
CCCCCCCCN1C(=O)[C@@H](CC(=O)N2CCSCC2)C[C@@]2(C(=O)OC)C1=C[C@H](C(C)(C)C)O[C@@H]2C | -0.3
CCCN1C(=O)c2n[nH]c(C(C)C)c2C1c1cccc(C(F)(F)F)c1 (stereo unspecified) | 0.9
Cc1ccc(S(=O)(=O)NC(=O)C2(C)CCN2C(=O)c2ccc(C(F)(F)F)nc2C)cc1 (stereo unspecified) | -4.1
COc1ccc2nc(N=Nc3c(O)ccc4ccccc34)sc2c1 | 0.0
Cc1ccc2cc(NC(=O)C3(C)CCN3CC(C)C)ccc2n1 (stereo unspecified) | 0.9
CCc1nc2c(OCCC3CCCCC3)cccn2c1N(C)C(=O)c1ccncc1 | 0.7
CC(C)(C)n1nc(C2CC2)c(Br)c1NC(=O)c1ccc(Cl)cc1 | -3.7
COc1ccc(C(C)=O)cc1CSc1nnc(SCc2cc(C(C)=O)ccc2OC)s1 | -4.1
O=C(Nc1cccc(C(F)(F)F)c1)C1Cc2c(-c3ccc(Cl)cc3)ccnc2O1 (stereo unspecified) | 2.4
CC1CC2(CC(CN(C3CCCCC3)C3CCCCC3)OC2=O)C(=O)O1 (stereo unspecified) | 0.5
OCCN1CCN(c2ncnc3c2ncn3[C@H]2CN(Cc3ccc(Cl)cc3)C[C@@H](CO)O2)CC1 | -0.4
O=C(Nc1cccc(Cl)c1)Nc1nnc([C@@H]2C[C@H](O)[C@@H](CO)O2)s1 | -0.3

4 compounds drawn at random from those above:
SMILES | NSD2 HMT inh
OCCN1CCN(c2ncnc3c2ncn3[C@H]2CN(Cc3ccc(Cl)cc3)C[C@@H](CO)O2)CC1 | -0.4
Cc1ccc(S(=O)(=O)NC(=O)C2(C)CCN2C(=O)c2ccc(C(F)(F)F)nc2C)cc1 (stereo unspecified) | -4.1
COc1ccc2nc(N=Nc3c(O)ccc4ccccc34)sc2c1 | 0.0
Cc1ccc2cc(NC(=O)C3(C)CCN3CC(C)C)ccc2n1 (stereo unspecified) | 0.9

(listing goes on)
SMILES | NSD2 HMT inh
O=C(O)COc1ccccc1/C=C1\SC(=S)N(c2cccnc2)C1=O | -46.0
CCOc1ccc(-c2noc(-c3csc([C@@H]4C[C@H](O)[C@@H](CO)O4)n3)n2)cc1 | -0.4
O=C(NCc1ccccc1Cl)c1csc([C@H]2C[C@H](O)[C@@H](CO)O2)n1 | 0.3
CCc1nc2c(OCc3ccc4c(c3)OCO4)cccn2c1N(C=O)Cc1ccc(OC)cc1 | -1.1
COC(=O)[C@@]12C[C@@H](CC(=O)N3CCSCC3)C(=O)N(Cc3ccccc3)C1=CCC(C)(C)C2 | 1.5
CC1(C(=O)NS(=O)(=O)c2cccc(OC(F)F)c2)CCN1C(=O)C/C=C/c1ccccc1 (stereo unspecified) | -2.1
O=S(=O)(c1cccc2ccccc12)n1nnc2ccccc21 | 7.1
CC(=O)c1cc2c(cc1NS(=O)(=O)c1ccccc1C)OCO2 | 0.7
O=C(CCCCCN1C(=O)C2C3C=CC(C3)C2C1=O)N1CCN(c2ncccn2)CC1 (stereo unspecified) | -4.0
CCN(CC)C(=O)c1cccc(-c2csc(C(O)c3ccco3)n2)c1 (stereo unspecified) | 0.7
CCOC(=O)C1CCCN(C(=O)COc2ccc(C(C)(C)C)cc2)CC1 (stereo unspecified) | -3.1
Cc1ccc(S(=O)(=O)N[C@H](CO)C(C)C)cc1 | -1.4
CCCCNC(=O)NCC1CCN(Cc2ccc(OC)cc2)CC1 | -0.1
Cc1cc(O)cc(=O)n1-c1cccc(C(F)(F)F)c1 | -0.2
Cc1nc2ccc(NC(=O)c3ccc(F)cc3F)cc2c(=O)[nH]1 | -1.4
COCCNc1nc(NCCNC(C)=O)c2sc(-c3ccccc3)cc2n1 | -0.2
Cc1cccc(C)c1NC(=O)c1csc(COCCO)n1 | -4.3
O=C(c1sccc1Cl)N1CCC(n2nnc3ncccc32)CC1 | -4.3
COc1ccc(CN2CCC(CNC(=O)NCc3ccccc3)CC2)cc1 | 0.0
COC(=O)N1CCCCC1c1cc(C(=O)Nc2ccc3c(c2)OCO3)no1 (stereo unspecified) | -4.6
CC1(C(=O)NCCC#N)CCN1C(=O)c1ccccc1CCc1ccccc1 (stereo unspecified) | -1.8
O=c1[nH]c2cccnc2n1-c1cccc([N+](=O)[O-])c1 | -0.8
Cc1ccc(-c2c(C(=O)NCC(C)C)oc(=O)c3ccccc23)cc1 | -13.5
O=C(N=C1c2ccccc2CN1c1ccc(F)c(Cl)c1)c1cccnc1Cl | -2.3
Fc1cc(F)c(CSc2nnc(-c3cccnc3)n2Cc2ccccc2)cc1F | 0.5
CC(C)(C)c1cc(NC(=O)C2(C)CCN2C(=O)c2ccccc2CCc2ccccc2)no1 (stereo unspecified) | -1.9
O=C(CSc1nc2ccccc2nc1N1CCCCC1)N1CCN(S(=O)(=O)c2ccccc2)CC1 | -5.9
Cn1c(NCCc2ccncc2)nc2cc(-c3ccccc3)sc2c1=O | 4.6
COC(=O)C1=C(C)N(Cc2ccc(C(F)(F)F)cc2)C(=NCc2ccc(C(F)(F)F)cc2)NC1c1cccc(C(F)(F)F)c1 (stereo unspecified) | 0.0
COc1ccc(-c2csc(NNC3=NCCCCC3)n2)cc1 | 0.9
Cc1c(-c2ccccc2)nnn1-c1ccc(F)c(Cl)c1 | 0.0
CC1(C(=O)NS(=O)(=O)c2ccccc2Cl)CCN1C(=O)CCc1cccs1 (stereo unspecified) | -1.3
CC(=O)N1CCC(C(=O)N2c3ccccc3N=C(c3ccc(C(F)(F)F)cc3)C2C(=O)NC2CCCC2)CC1 (stereo unspecified) | 1.3
CC1(C(=O)NS(=O)(=O)c2cccs2)CCN1C(=O)C1(c2ccc(Cl)cc2)CCC1 (stereo unspecified) | -3.5
CC(C)(C)CSc1nnc(-c2cccnc2)n1Cc1ccccc1 | -2.5
COc1ccc(-c2cc(C(F)(F)F)nc(S(=O)(=O)CCCC(=O)Nc3cccc(O)c3)n2)cc1OC | -3.8
CC1(C(=O)NS(=O)(=O)c2cccs2)CCN1C(=O)c1ccccc1 (stereo unspecified) | -2.8
CC1(Oc2ccc(Cl)cc2)CCN(Cc2csc3ccccc23)C1 (stereo unspecified) | -2.9
CC(C)CCNC(=O)C1CCN(c2cncnc2)CC1 | -4.5
COc1ccc(OC)c(C=C2CCc3ccccc3C2=O)c1 | 12.0
CCc1nc2ccc(C(=O)NCc3ccccc3OC)cn2c1N(CC)Cc1cccc(Br)c1 | 1.2
Cc1cc(NC(=O)C2(C)CCN2C(C)C)c2ccccc2n1 (stereo unspecified) | -3.5
CCOC(=O)C1(C)CCCN(C(=O)c2ccc3ccccc3c2)C1 (stereo unspecified) | -1.8
O=C(NC(=S)NC12CC3CC(CC(C3)C1)C2)c1ccc(F)cc1 | 1.4
COC(=O)C1(C(=O)OC)C[C@H](/C=C/c2ccccc2)N(Cc2ccccc2OC)[C@@H]1c1cccs1 | -2.4
OC[C@@H]1CN(Cc2ccco2)C[C@H](n2cnc3c(N4CCOCC4)ncnc32)O1 | -3.1
O=C(NCc1ccco1)C1CCCN(S(=O)(=O)c2ccc(Cl)s2)C1 (stereo unspecified) | 1.7
CCCCCCn1c(-c2ccc(Cl)cc2Cl)csc1=Nc1ccccc1 | -2.3
Cc1ccccc1-c1cc2nc(NCc3ccncc3)n(C)c(=O)c2s1 | 5.1

Seven entries out of the list, sorted by count of non-hydrogen atoms, lowest first:
SMILES | NSD2 HMT inh
CN(C)c1ccc(-c2nc3ncc(Cl)cc3[nH]2)cc1 | 20.6
Cc1ccc(-c2c(C(=O)NCC(C)C)oc(=O)c3ccccc23)cc1 | -13.5
COc1ccccc1-c1csc(C(NC(C)=O)c2ccc(F)c(F)c2)n1 (stereo unspecified) | -4.0
Cc1cnc(CNC(=O)c2csc([C@@H]3O[C@H](CO)[C@H](O)[C@H](O)[C@H]3O)n2)cn1 | -2.0
CC1(C(=O)NS(=O)(=O)c2ccccc2C(F)(F)F)CCN1C(=O)CC1CCCC1 (stereo unspecified) | -0.7
OC(c1cccc(CN2CCCCC2)c1)c1ncc(-c2cccc(C(F)(F)F)c2)[nH]1 (stereo unspecified) | 8.9
CC(=O)Nc1cc(-c2cccc(C(=O)NCCN(C)C)c2)cn2c(-c3cccc(C(F)(F)F)c3)cnc12 | 14.9
